# Screening data as filed in PubChem BioAssay.
# Wnt act: activates Wnt/beta-catenin signaling in a reporter cell assay; 300,000 compounds, 1.2% hits; activator, plate reader; AID 743398; activation, % at 9.35 µM; in the data active means activation above about 30%, passing the limit was not always enough;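 further: 0% = neutral control wells and 100% = positive control wells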
# An asterisk follows results filed as active. This is a subset, so the mix of outcomes need not match the whole.
mol,Wnt act
CCCNC(=O)C1(C)CCCN(Cc2ccc(-n3ccnc3)cc2)C1 (stereo not given),-2
C#CCC1c2ccccc2CCN1CC=C (stereo not given),-1
CC1(C(=O)NS(=O)(=O)c2ccc(C#N)cc2)CCN1C(=O)Cc1ccc(-c2ccccc2)cc1 (stereo not given),-4
O=C(CCCN1C(=O)C(=Cc2ccc3c(c2)OCO3)SC1=S)Nc1ccc(C(=O)O)c(O)c1,1
O=C(Nc1nnc([C@H]2C[C@H](O)[C@@H](CO)O2)s1)c1cccc(Cl)c1,-2
CC(=O)NCCNc1nc2cc(-c3ccc(C(=O)N4CCN(C)CC4)cc3)sc2c(=O)n1C,-5
COC(=O)[C@@]12C[C@@H](CC(=O)NCc3cccc(C(F)(F)F)c3)C(=O)N(Cc3ccccc3)C1=CCC(C)(C)C2,-4
CC1(C(=O)NCc2cccc(C(F)(F)F)c2)CCN1C1Cc2ccccc2C1 (stereo not given),-1
Cc1cc(O)ccc1-c1ccc2nncn2c1,-1
CCCCNC(=O)C1(C)CCN1C(=O)c1ccc2c(c1)CCO2 (stereo not given),2
CC1(C(=O)NCc2ccc(Cl)cc2)CCN1C(=O)c1cccc(F)c1 (stereo not given),1
O=S1(=O)CC(N2CC=CC2)CN1Cc1cn(Cc2cccc(Cl)c2)nn1 (stereo not given),-2
COC(=O)[C@]12C[C@H](CC(=O)N3CCOCC3)C(=O)N(CCc3ccc(OC)c(OC)c3)C1=C[C@H](C(C)(C)C)O[C@@H]2C,-1
COCCN(Cc1ccc(C)cc1)C(=O)[C@H]1O[C@@H](n2ccc(=O)[nH]c2=O)[C@H](O)[C@@H]1O,-1
CCc1nnc(NC(=O)C(NS(=O)(=O)c2ccccc2)C(C)C)s1 (stereo not given),-1
COc1ccccc1-c1ccc2c(c1)C(C)(Cc1cc(Cl)ccc1C(F)(F)F)C(=O)N2 (stereo not given),-2
COc1ccc(C(C)(NC(C)=O)c2nc(-c3ccncc3)cs2)cc1 (stereo not given),-5
O=C(NCc1ccccc1)c1ccc(-c2cn[nH]c2)c2ccoc12,10
CN(C)CCNC(=O)c1cccc(-c2cccc3nncn23)c1,-2
S=C(NCCCc1cnc[nH]1)NCCCN(Cc1ccc(Cl)cc1)c1ccc(Br)cn1,-4
COc1cc2c(c3c1c(=O)c1cccc(F)c1n3C)C=CC(C)(C)O2,4
CCCCCCCCN1C(=O)[C@H](CC(=O)N2CCC(c3ccccc3)CC2)C[C@@]2(C(=O)OC)CCCCC=C12,-2
C=Cc1ccc(Cn2c(C)c(C(=O)NCc3ccc(Cl)c(Cl)c3)sc2=O)cc1,-3
CCCCN1CC(N(C)CCN(C)C)CS1(=O)=O (stereo not given),-2
CC1(C(=O)NS(=O)(=O)c2ccc(C#N)cc2)CCN1C(=O)C1(c2ccc(Cl)cc2)CCC1 (stereo not given),-3
CN1CCCCC(NC(=O)c2cccc(C(F)(F)F)c2)C1=O (stereo not given),-2
COCCNC(=O)C1(C)CCCN(C(=O)c2ccc(C#N)cc2)C1 (stereo not given),0
Cc1ccc(S(=O)(=O)NCC2CCN(C(=O)C(=O)c3cccs3)CC2)cc1,-8
CCCCn1nnnc1C(c1cc2ccccc2o1)N1CCN(c2ccncc2)CC1 (stereo not given),-1
CN(C1CCCCC1)S(=O)(=O)c1ccc2c(c1)c(=O)c(C(=O)O)cn2C,-1
CC(=O)Nc1cccc(-c2ccnc3c2CC(C(=O)NCCN(C)C)O3)c1 (stereo not given),3
CCN(CC)C(=O)c1csc(COCCO)n1,-1
OCCCNc1ncnc2c1ncn2[C@H]1CN(Cc2ccc(-c3ccccc3)cc2)C[C@@H](CO)O1,1
CC(C)(C)C(c1nc2ccccc2[nH]1)n1c(-c2ccsc2)nc2ccccc21 (stereo not given),-2
COc1ccc(Cc2c(-c3ccc(C)cc3)nc3c4ccccc4ccn23)c(C)c1,-5
O=C1N[C@@H](Cc2ccccc2)C(=O)N2[C@@H]1C[C@]1(Br)c3ccccc3N(S(=O)(=O)c3ccccc3)[C@H]21,1
Cc1nc2ccc(C(=O)Nc3cccc(NS(C)(=O)=O)c3)cn2c1N(C)C(=O)CCc1ccccc1,-3
Cc1ccc(CS(=O)Cc2ccc(C(=O)NCCCc3ccccc3)o2)cc1 (stereo not given),-7
CCCc1nc2c3ccccc3ccn2c1Cc1cccc(F)c1,14
Cc1ccccc1CN1CCN(C(=O)[C@H]2O[C@@H](n3cnc4c(N)ncnc43)[C@H](O)[C@@H]2O)CC1,-5
CC(=O)c1ccc(S(=O)(=O)N2CCN(C(=O)C(=O)c3cccc(C(F)(F)F)c3)CC2)cc1,1
CCCCn1c(=O)[nH]c(=O)c2c1nc(-c1ccc(-c3ccc(F)cc3)o1)n2C,1
Cc1noc(C)c1C(=O)N1CCC1(C)C(=O)NS(=O)(=O)c1cccs1 (stereo not given),0
COc1ccc(N2C(=O)c3n[nH]c(C(C)C)c3C2c2ccc(F)cc2)cc1 (stereo not given),0
O=C(NC1CCCCC1)C1c2ccccc2OCC(=O)N1CCCN1CCOCC1 (stereo not given),0
CN1C(=O)[C@@]2(C3=C(CCCC3=O)OC3=C2C(=O)CC(C)(C)C3)c2ccccc21,-1
COc1cc(NC(=O)[C@@H](Cc2ccccc2)NC(=O)[C@H]2O[C@@H](n3ccc(=O)[nH]c3=O)[C@H](O)[C@@H]2O)cc(OC)c1OC,-1
O=C(Nc1cc(S(=O)(=O)N2CCCC2)ccc1OCC(F)(F)F)c1ccncc1,-2
O=C1C(=Cc2cn(-c3ccccc3)nc2-c2ccc(OCc3ccccc3F)cc2)SC(=S)N1CCS(=O)(=O)O,0
CCOc1ccc(CCNS(=O)(=O)c2c(C)nc3sccn3c2=O)cc1OCC,8
CC(=O)N1Cc2cc(C(=O)NCc3cccc(F)c3)nc(-c3cccc(C4=CCCCC4)c3)c2[C@H]1CCO,-2
CCCCCCCCN1C(=O)[C@H](CC(=O)NCc2ccc(OC)c(OC)c2)C[C@@]2(C(=O)OC)CC(C)(C)CC=C12,-4
Clc1ccccc1-c1cnc2sc(NCc3ccc4c(c3)OCO4)nn12,8
CCCCNC(=O)C1(C)CCCCN1C(=O)c1ccc(C)c(F)c1 (stereo not given),-1
CCCC[C@@H]1CC2=C(C(=O)OC(C)(C)O2)[C@@H](c2ccc(Cl)cc2)O1,-3
COC(=O)[C@@]12C[C@@H](CC(=O)N3CCCCC3)C(=O)N(Cc3cccc4ccccc34)C1=CCC(C)(C)C2,-7
CCOC(=O)C1(C)CCCN(C(=O)c2ccc(OC)c(OC)c2)C1 (stereo not given),0
COc1cccc(CN2CCC2(C)C(=O)NCc2cccc(C(F)(F)F)c2)c1OC (stereo not given),-3
O=S1(=O)C[C@@H](N2CCCC2)[C@H](COCc2ccccc2)N1,-1
CCOC(=O)C1=CCN(S(=O)(=O)c2ccc(F)cc2)C1c1cccc(F)c1 (stereo not given),-2

# Following part:
mol,Wnt act
CC(=O)NC(c1ccccc1)c1nc(-c2cncnc2)cs1 (stereo not given),-2
Cc1cccc(C)c1NC(=O)C1(C)CCC(=O)N1CCc1c[nH]c2ccccc12 (stereo not given),-3
CC(C)n1c(=O)c2ccccc2n1S(C)(=O)=O,-2
COc1ccc(-c2csc(C(NC(C)=O)c3cccc(F)c3)n2)cc1 (stereo not given),-1
C(=C\c1ccccc1)/CN1CCN(C(CCc2ccccc2)c2nnnn2C2CCCCC2)CC1 (stereo not given),-3
CCN(CC)C(=O)c1cccc(-c2csc(C(O)c3ccc(OC)cc3)n2)c1 (stereo not given),-1
C#CCNC(=O)C[C@@H]1C[C@@]2(C(=O)OC)CCCCC=C2N(CCC2=CCCCC2)C1=O,-2
CCOC(=O)C1(C)CCN1C(=O)c1cccc(OC)c1 (stereo not given),-2
CC1COc2c3ccccc3nn21 (stereo not given),3
COCCN(Cc1ccc(C)cc1)C(=O)[C@H]1O[C@@H](n2ccc(N)nc2=O)[C@H](O)[C@@H]1O,-1
COc1ccc(N2CCN(C(c3ccccc3)c3nnnn3C(C)(C)C)CC2)cc1 (stereo not given),-4
O=C(CC[C@H]1O[C@@H](n2ccc(=O)[nH]c2=O)[C@H](O)[C@@H]1O)N[C@H](Cc1ccccc1)C(=O)NCc1cccs1,0
COC(=O)c1ccc(COC(=O)C2CCN(S(=O)(=O)c3c(C)cc(C)cc3C)CC2)o1,-1
Cc1cnc(NC(=O)c2cc(S(=O)(=O)N(C)C)ccc2N2CCCC2)s1,-10
CCCCNC(=O)C1C(c2ccc(OC)cc2)=Nc2ccccc2N1C(=O)c1ccncc1 (stereo not given),6
COC(=O)[C@]12C[C@H](CC(=O)NCCCN3CCCC3=O)C(=O)N(Cc3ccccc3)C1=C[C@H](C1CCCC1)O[C@@H]2C,1
COC(=O)C1=C(C)N(Cc2ccccc2C(F)(F)F)C(=NCc2ccc(OC)cc2)NC1c1ccccc1C(F)(F)F (stereo not given),-3
CN1CCN(c2ccc(CNC[C@H]3O[C@@H](n4cnc5c(=O)[nH]c(N)nc54)[C@H](O)[C@@H]3O)c(F)c2)CC1,-1
C[C@H](O)[C@@H]1C(=O)N2CCc3c([nH]c4c(-c5ccccc5)cccc34)[C@@H]2C[C@@H]1N(C)C(=O)Nc1cccc2ccccc12,0
O=C(N[C@@H](Cc1cccnc1)C(=O)N1CCC[C@H]1C(=O)NC1CCCC1)C1CCCC1,-2
CC(C)CC(=O)Nc1nnc(SCC(=O)NC2CCCC2)s1,-2
Cc1cc(C)n(CCNC(=O)[C@H]2O[C@@H](n3ccc(N)nc3=O)[C@H](O)[C@@H]2O)n1,-1
O=C(NCc1ccccc1)C(c1cccc2ccccc12)n1c(=O)c(-c2ccccc2)nc2ccccc21 (stereo not given),-5
O=S1(=O)N[C@@H](Cc2ccccc2)COc2cc(N3CCN(Cc4ccccc4F)CC3)ccc21,-2
Cc1cccc(C)c1NC(=O)C1(C)CSCC(=O)N1CCC(C)C (stereo not given),-5
O=C(Nc1ccc(F)c(Cl)c1)c1cc(C2CCCCN2C(=O)CCCc2ccccc2)on1 (stereo not given),0
O=S1(=O)C[C@H](N2CCN(CCO)CC2)[C@@H](COCc2ccccc2)N1,-1
CC(C)C1CC(N(C)C)=CC(=S)N1 (stereo not given),-2
O=C(NC(c1ccc(F)cc1)c1ccc2ccccc2n1)C1CCN(CCOc2ccc(Cl)cc2Cl)CC1 (stereo not given),-6
COC(=O)[C@]12C[C@H](CC(=O)NCc3ccc(OC)c(OC)c3)C(=O)N(CCc3ccc(OC)c(OC)c3)C1=C[C@H](C(C)(C)C)O[C@@H]2C,-2

# Structural class: the entries above with bromine
mol,Wnt act
S=C(NCCCc1cnc[nH]1)NCCCN(Cc1ccc(Cl)cc1)c1ccc(Br)cn1,-4
O=C1N[C@@H](Cc2ccccc2)C(=O)N2[C@@H]1C[C@]1(Br)c3ccccc3N(S(=O)(=O)c3ccccc3)[C@H]21,1

# Continued.
mol,Wnt act
Cc1cc(Br)cn2c(CC(C)(C)C)c(C3CCCCC3)nc12,-2
C=CCNc1ccc2c(c1)OC[C@H](CC(C)C)NS2(=O)=O,0
CC(C)n1c(=O)c2ccccc2n1CC(=O)N1CCOCC1,-3
CN1CCN(C2CN(Cc3cn(Cc4cccc(C(F)(F)F)c4)nn3)S(=O)(=O)C2)CC1 (stereo not given),-5
C(=C\c1ccccc1)/CN1CCN(C(c2ccnc3ccccc23)c2nnnn2C2CCCC2)CC1 (stereo not given),-2
Cc1ccc(C(O)c2ncc(-c3ccccc3)[nH]2)c(C)c1 (stereo not given),2
COc1ccc(NC(=O)C2(C)Cc3c(-c4cccc(C(F)(F)F)c4)ccnc3O2)cc1OC (stereo not given),0
COc1ccc(CCC(=O)Nc2sccc2C#N)cc1,11
C#CCNC(=O)C[C@@H]1C[C@@]2(C(=O)OC)CC(C)(C)CC=C2N(CCc2ccc(OC)c(OC)c2)C1=O,1
Cc1noc(C)c1C(=O)N1CCC1(C)C(=O)NS(=O)(=O)c1ccccc1Cl (stereo not given),-3
CC(=O)Nc1ccc(C(=O)N2CCOCC2c2cc(C(=O)NCc3ccccc3)no2)cc1 (stereo not given),0
Fc1ccc(-c2nc3ccc(Cl)cn3c2Cc2cccc(F)c2)cc1,22
O=C(Nc1nc(OCC(F)(F)F)cnc1/C=C\c1ccccc1)c1ccsc1,-1
O=C(N[C@H]1CC[C@H](CCNS(=O)(=O)c2ccc(Cl)cc2)O[C@@H]1CO)c1cccc(F)c1,-2
CCc1nc2ccc(C(=O)NCc3cccs3)cn2c1N(CC)CCN(C)C,0
C=C1C(=O)[C@]23C[C@H]1CCC2[C@@]1(C)C(C[C@@H]3O)[C@](C)(C(=O)O)C[C@H](O)[C@@H]1O (stereo not given in full),-2
COc1cccc(CNc2nc3cc(-c4ccc(C(=O)N5CCN(C)CC5)cc4)sc3c(=O)n2C)c1,-2
O=C(NCCNC(=O)c1ccc(-c2cccc(Cl)c2)o1)c1cnccn1,1
Cc1ccc(S(=O)(=O)N2[C@@H](Cc3ccccc3)CO[C@H]2CC(=O)c2cccc3ccccc23)cc1,-5
COc1cccc(C(O)c2nc(-c3ccc(Cl)cc3)cs2)c1 (stereo not given),1
C#CCNC(=O)C[C@@H]1C[C@@]2(C(=O)OC)CCCCC=C2N(Cc2ccc(Cl)cc2Cl)C1=O,-2

# Among those listed so far, four have a cyano group:
mol,Wnt act
CC1(C(=O)NS(=O)(=O)c2ccc(C#N)cc2)CCN1C(=O)Cc1ccc(-c2ccccc2)cc1 (stereo not given),-4
CC1(C(=O)NS(=O)(=O)c2ccc(C#N)cc2)CCN1C(=O)C1(c2ccc(Cl)cc2)CCC1 (stereo not given),-3
COCCNC(=O)C1(C)CCCN(C(=O)c2ccc(C#N)cc2)C1 (stereo not given),0
COc1ccc(CCC(=O)Nc2sccc2C#N)cc1,11
